High-throughput results: PubChem BioAssay, several laboratories
KCNK9 inh: human KCNK9 channel inhibition; HEK293 KCNK9, FluxOR thallium flux fluorescence; active compounds read low; B-score at 10 µM; Q9NPC2; 1.2% of 310,000 active; AID 488922;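 active means ratio B-score over 3 SD below the library mean, with starting fluorescence within 5 SD of its mean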;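 further: negative B-score means less thallium flux so channel inhibition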
RGS4 inh: inhibitors of human RGS4 | P49798 | HEK293 M3R/RGS4 inducible, Fluo-4 calcium flux; active compounds read high; triggered by carbachol at its EC20 | B-score at 10 µM | 0.45% of 310,000 active;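 active means B-score, a plate-corrected calcium signal, over three deviations above library mean, with baseline fluorescence within five deviations of library mean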;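 further: RGS4 expression induced by doxycycline in cells with stable M3 receptor; B-score is computed from the integrated fluorescence ratio over baseline after carbachol; higher B-score means a larger calcium signal and so more RGS4 inhibition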
Target sequence (P49798 whole entry, looked up): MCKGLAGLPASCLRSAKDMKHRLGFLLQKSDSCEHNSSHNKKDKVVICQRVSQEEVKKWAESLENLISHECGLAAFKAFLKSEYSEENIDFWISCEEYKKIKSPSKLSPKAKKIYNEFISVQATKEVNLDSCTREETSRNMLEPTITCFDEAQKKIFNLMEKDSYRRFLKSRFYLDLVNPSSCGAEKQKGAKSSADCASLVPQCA
hERG rescue: hERG (human) protection from proarrhythmic block. Q12809. CHO-hERG, FluxOR thallium flux, dofetilide IC70 present. activation (rescue from dofetilide block), less the hit threshold, % at 10 µM. 0.51% of 310,000 active;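 active means activation above the mean of controls blocked by dofetilide plus 5 SD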;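 further: thallium influx through hERG after potassium depolarization seen as dye fluorescence rise; in these data hits start at about 4.7%; inactives centre near -7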
HDAC3 inh: inhibitors of human histone deacetylase 3; recombinant HDAC3, fluorogenic peptide/trypsin coupled, fluorescence; inhibition, % at 8.3 µM; 0.15% of 320,000 active; AID 2718; in the data active means inhibition above about 26%, passing the limit was not always enough; inconclusive means no clear call, values can overlap the other calls
Target sequence (O15379 whole entry, looked up): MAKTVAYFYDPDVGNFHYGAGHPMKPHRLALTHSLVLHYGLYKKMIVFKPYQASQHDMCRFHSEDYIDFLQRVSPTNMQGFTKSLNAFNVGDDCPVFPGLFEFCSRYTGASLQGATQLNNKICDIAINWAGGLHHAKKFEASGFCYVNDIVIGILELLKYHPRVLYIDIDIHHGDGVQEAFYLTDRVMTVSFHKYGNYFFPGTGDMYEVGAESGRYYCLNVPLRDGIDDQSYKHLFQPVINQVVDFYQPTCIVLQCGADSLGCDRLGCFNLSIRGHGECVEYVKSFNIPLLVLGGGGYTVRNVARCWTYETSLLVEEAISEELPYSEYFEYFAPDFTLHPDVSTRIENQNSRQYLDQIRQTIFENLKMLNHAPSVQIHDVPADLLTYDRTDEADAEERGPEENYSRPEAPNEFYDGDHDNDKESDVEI
RGS4 act: potentiators or activators of RGS4. HEK293 M3R/inducible RGS4, carbachol calcium flux Fluo4; active compounds read low. B-score at 10 µM. 0.92% of 310,000 active;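 active means B-score of the integrated calcium signal more than 4 SD below the library mean, with starting fluorescence not abnormally high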;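 further: negative B-score means reduced calcium response which marks RGS4 activation or potentiation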
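Material: M3R-expressing HEK293 line, RGS4 induced by doxycycline | Schedule: Overnight RGS4 induction, 30 min dye load 37 °C, 20 min compound RT | Measured by: Fluo4 fluorescence kinetic imaging of calcium | Read-out: Integrated calcium ratio converted to B score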
KCNQ1 inh: human KCNQ1 channel inhibition; CHO-K1 KCNQ1, FluxOR thallium flux fluorescence; active compounds read high; B-score at 10 µM; 1.3% of 310,000 active; AID 2642;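 active means compounds whose thallium flux B-score, printed positive for inhibition, exceeds three library SD while starting fluorescence stays within three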;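 further: channel opened by potassium depolarization with thallium stimulus after 20 min compound exposure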
ANO1 activ: activators or potentiators of mouse TMEM16A chloride channel; Q8BHY3; HEK293 TMEM16A/YFP-H148Q/I152L, iodide quench fluorescence; active compounds read low; B-score at 10 µM; 0.3% of 340,000 active; AID 623877;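 active means fluorescence-ratio B-score plate-corrected deviation score at least 3 library SD below zero, with starting fluorescence score within 5 deviations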;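 further: channel opened by trigger with iodide after compound preincubation; score built on the fluorescence ratio of max minus min over baseline; more negative score means more quench and so TMEM16A activation or potentiation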
TMEM16A inh: inhibitors of mouse TMEM16A calcium-activated chloride channel; Q8BHY3; HEK293 TMEM16A/YFP iodide influx fluorescence, ionomycin; normalized B-score (activity score, 25-100; higher = stronger inhibition) at 10 µM; 1.2% of 310,000 active; AID 588511;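 active means ratio plate-corrected score three or more library SD toward inhibition, starting fluorescence score within five deviations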;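 further: score derived from kinetic fluorescence span divided by baseline fluorescence per well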
KCNK3 inh: human KCNK3 channel inhibition, primary screen. CHO-KCNK3 thallium flux, FluxOR fluorescence; active compounds read low. B-score at 10 µM. 0.84% of 340,000 active. O14649;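 active means B-score under library mean minus 4 SD, starting fluorescence ratio at most library mean plus 5 SD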;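 further: more negative B-score means stronger inhibition of thallium flux through KCNK3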
Target sequence (O14649 whole entry, looked up): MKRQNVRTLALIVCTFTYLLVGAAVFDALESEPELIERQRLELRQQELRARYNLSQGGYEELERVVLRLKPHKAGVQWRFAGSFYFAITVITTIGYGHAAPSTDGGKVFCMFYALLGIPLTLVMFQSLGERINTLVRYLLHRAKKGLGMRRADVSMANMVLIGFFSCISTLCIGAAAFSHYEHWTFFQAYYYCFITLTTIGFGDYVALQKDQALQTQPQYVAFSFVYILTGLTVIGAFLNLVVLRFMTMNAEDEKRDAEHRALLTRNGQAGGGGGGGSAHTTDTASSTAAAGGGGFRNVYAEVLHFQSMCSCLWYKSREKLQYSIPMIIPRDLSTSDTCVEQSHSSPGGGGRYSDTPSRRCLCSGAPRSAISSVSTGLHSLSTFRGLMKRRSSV
SKKanGAS inh: SKKanGAS growth inhibition; S. pyogenes SKKanGAS, kanamycin growth, BacTiter-Glo, 6 h; inhibition, % at 7.5 µM; 1.3% of 300,000 active; AID 1662;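 active means mean replicate score, as percent of positive control median, at least 50; inconclusive means mean below 50 but one replicate at or above 50; inactive means mean and every replicate below 50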;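 further: strain carries kanamycin resistance gene driven by streptokinase promoter and grows in 40 µg/ml kanamycin; loss of luminescence reflects streptokinase promoter inhibition or plain growth inhibition; 0% = median of DMSO wells and 100% = positive control at its reference dose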
KCNQ1 pot: potentiates or activates the human KCNQ1 potassium channel; CHO-K1 KCNQ1, thallium flux FluxOR fluorescence; active compounds read high; B-score at 10 µM; 0.35% of 310,000 active; AID 2648;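 active means fluorescence ratio B-score, a plate-corrected score, at least three library SD, with initial intensity B-score within 5 SD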
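Assay system: CHO-K1 cells stably expressing KCNQ1; Medium: assay buffer with matched DMSO; Also added: K+/Tl+ depolarizing stimulus; Dosing: single dose; Timing: dye 90 min, compound 20 min, room temperature; Measured by: kinetic FluxOR thallium fluorescence, 10-s 1-Hz baseline, 110-s post-stimulus read; Read-out: peak-minus-minimum fluorescence over initial fluorescence, negative-control normalized, B-scored.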
* = called active by the depositor; i = inactive; ? = inconclusive; . = no result given.

SMILES | KCNK9 inh | RGS4 inh | hERG rescue | HDAC3 inh | RGS4 act | KCNQ1 inh | ANO1 activ | TMEM16A inh | KCNK3 inh | SKKanGAS inh | KCNQ1 pot
COc1c2c(cc3oc(=O)ccc13)OC(C)(C)C=C2 | i | i | -12.2 | 1.4 | i | i | i | i | i | 2.3 | i
Cc1ccc(N(CC(=O)NCCSc2ccccn2)S(C)(=O)=O)cc1 | i | i | -5.6 | 0.8 | i | i | i | i | i | -2.3 | i
COc1ccc(NC(=O)c2cc(OC)c(OC)cc2OC)c(S(=O)(=O)N2CCOCC2)c1 | i | i | -7.4 | 0.0 | i | i | i | i | i | -7.2 | i
CC(Oc1ccc(Cl)cc1Cl)C(=O)NC1=NN(c2ccccc2)C(=O)C1 (configuration not stated) | i | i | -8.9 | 2.1 | i | i | i | i | i | 93.9* | i
CCc1ccc(CCC(=O)Nc2ccccc2C(=O)O)o1 | i | i | -2.9 | 2.1 | i | i | i | i | i | -1.4 | i
CCN(C(=O)CSc1nnc(-c2ccc(OC(F)F)cc2)n1N)C1CCS(=O)(=O)C1 (configuration not stated) | i | i | -11.9 | 5.8 | i | i | i | i | i | 1.1 | i
O=C(Nc1ccc(Cl)cn1)c1cccc(S(=O)(=O)N2CCOCC2)c1 | i | i | -4.2 | 0.8 | i | i | i | i | i | 0.8 | i
COc1ccccc1OCCOCCOc1ccccc1Cl | i | i | -2.0 | -6.2 | i | i | i | i | i | -4.2 | i
CC(C)COP(=O)(OCC(C)C)C(O)c1ccc2c(c1)OCO2 (configuration not stated) | i | i | -12.9 | 0.2 | i | i | i | i | i | -9.2 | i
COC(=O)N/N=C/c1cc(C)n(-c2ccc(F)cc2)c1C | i | i | -4.6 | 2.8 | i | i | i | i | i | 3.1 | i
Cc1[nH]c2ccc(F)cc2c1CCNC(=O)C1CCCCC1C(=O)OCC(F)(F)F (configuration not stated) | i | i | -4.2 | 1.9 | i | i | i | i | i | -2.2 | i
O=C(O)c1ccc(CNS(=O)(=O)c2ccc(Oc3ccccc3Cl)cc2)cc1 | i | i | -9.9 | -8.0 | i | i | i | i | i | 20.9 | i
CCSC1=N/C(=C\c2cccc(F)c2)C(=O)S1 | i | i | -12.7 | -5.2 | i | i | i | i | i | 3.5 | i
Cc1ccc2c(COC(=O)CNC(=O)c3ccccc3)cc(=O)oc2c1 | i | i | -11.5 | -8.3 | i | i | i | i | i | -9.2 | i
Cc1cc(C)n(C2CC(=O)N(c3cccc(Cl)c3)C2=O)n1 (configuration not stated) | i | i | -9.8 | 0.8 | i | i | i | i | i | 3.0 | i
O=C(NCCc1ccc(Cl)cc1)c1ccc(CS(=O)Cc2ccccc2Cl)o1 (configuration not stated) | i | i | -23.8 | 4.9 | -8.43* | i | i | i | i | 4.7 | i
COC(=O)CC1C(=O)NCCN1C(=S)Nc1ccccc1Cl (configuration not stated) | i | i | -7.7 | -0.7 | i | i | i | i | i | 7.1 | i
Cc1oc2c(c(C)cc3oc(=O)c(CC(=O)N[C@@H](CC(C)C)C(=O)O)c(C)c32)c1C | i | i | -7.5 | -7.1 | i | i | i | i | i | 15.3 | i
CC(C)CC(NC(=O)C(CO)NC(=O)C1CCC(=O)N1)C(N)=O (configuration not stated) | i | i | -8.0 | 0.1 | i | i | i | i | i | -2.2 | i
Cc1ccc(S(=O)(=O)N2CCOCC2)cc1C(=O)NCc1cn2ccsc2n1 | i | i | -3.8 | 2.9 | i | i | i | i | i | 3.0 | i
CCOc1ccccc1NC(=O)NCc1ccc2c(c1)OCO2 | i | i | -5.1 | 1.8 | i | i | i | i | i | ? | i
O=C(NCCNC(=O)c1cnccn1)c1ccc(Cl)c(Cl)c1 | i | i | -5.7 | 3.7 | i | i | i | i | i | -1.7 | i
CN(C)c1nc(C(=O)O)nc(N2CCOCC2)n1 | i | i | -9.9 | -4.2 | i | i | i | i | i | 1.5 | i
Cc1ccc2nc(C(F)OC(F)(F)F)[nH]c2c1 (configuration not stated) | i | i | -10.5 | 0.9 | i | i | i | i | i | 6.7 | i
CCOc1cc(C(C(=O)NCC2CCCO2)N(C(=O)Cn2nnc3ccccc32)c2ccc(NC(C)=O)cc2)ccc1O (configuration not stated) | i | i | -6.5 | 0.6 | i | i | i | i | i | -3.8 | i
O=C(Nc1cccnc1)/C(N=Nc1ccc(Cl)c(C(F)(F)F)c1)=C(\O)c1ccccc1 | i | i | -11.3 | 1.0 | i | i | i | i | i | 4.2 | i
CC(C)C[C@H](NC(=O)OC(C)(C)C)c1n[nH]c(=S)n1N | i | i | -6.1 | 2.2 | i | i | i | i | i | 1.8 | i
C#CCOc1ccccc1/C=N/NC(=O)c1ccccc1OCc1ccccc1 | -9.6* | i | -14.9 | -3.8 | i | i | i | i | i | 6.8 | i
CCOc1ccccc1NC(=O)CN(c1nccs1)S(=O)(=O)c1ccc(N)cc1 | i | i | -5.1 | 7.3 | i | i | i | i | i | 6.6 | i
O=C(CCc1nnc(C2CCCCC2)o1)N1CCN(Cc2ccccc2)CC1 | i | i | -5.0 | 3.0 | i | i | i | i | i | -8.3 | i
COc1ccc(CC2=C(O)c3ccccc3C(=O)C2=O)cc1 | i | i | -3.9 | 7.0 | i | i | i | i | i | 22.5 | i
CC(NCc1ccco1)C(=O)N1CCc2ccccc2C1 (configuration not stated) | i | i | -2.6 | 0.3 | i | i | i | i | i | 4.2 | i
CCn1c(SCC(=O)NCc2ccco2)nc2c(c1=O)SC(C)C2 (configuration not stated) | i | i | -5.2 | -4.4 | i | i | i | i | i | -1.8 | i
CCC(C)/C=C/C1=CC2=C(Cl)C(=O)C3(C)OC(=O)C(C(=O)C(C)C(C)O)C3C2=CO1 (configuration not stated) | i | i | -8.6 | 6.5 | i | i | i | i | i | 14.4 | i
CCOC(=O)c1sc2nccc(N(C)C)c2c1N=CNOCc1c(F)cccc1Cl | i | i | -5.5 | 0.7 | i | 8* | i | 100* | i | 51.9* | i
COc1cc(NC(=S)NCc2cccs2)cc(OC)c1 | i | i | -6.7 | 1.8 | i | i | i | i | i | -2.5 | i
COc1c(F)c(F)c(C(=O)Nc2ccc3oc(-c4ccncc4)nc3c2)c(F)c1F | i | i | -4.7 | -6.6 | i | i | i | i | i | -0.9 | i
O=C(Cc1ccccc1[N+](=O)[O-])Nc1ccc(S(=O)(=O)N2CCCC2)cc1 | i | i | -8.6 | -1.0 | i | i | i | i | i | 2.6 | i
CC(=O)NCCOC(=O)Nc1cccnc1 | i | i | -9.2 | 0.3 | i | i | i | i | i | 1.3 | i
Cc1cc2cc(CNC(=S)NC3CCCCC3)ccc2n1C | i | i | -20.8 | -1.3 | i | i | i | i | i | -3.8 | i
O=[N+]([O-])c1ccccc1/C=C/C=N/n1c(-c2cc(-c3ccccc3)n[nH]2)n[nH]c1=S | i | i | -5.8 | 0.7 | i | i | i | i | i | 46.6 | i
NS(=O)(=O)c1ccc(NC(=O)/C=C/c2ccc3c(c2)OCO3)cc1 | i | i | -4.8 | 1.7 | i | i | i | i | i | 2.3 | i
O=C(NNC(=S)NC(=O)c1cccc([N+](=O)[O-])c1)c1ccc(Br)cc1 | i | i | -6.9 | . | -8.28* | i | i | 100* | i | 67.7* | i
CCCc1cc(=O)[nH]c(SCc2cc(Cl)ccc2OC(F)F)n1 | i | i | -12.3 | 0.0 | i | i | i | i | i | 0.9 | i
O=C(OC1CCOC1=O)c1cc(-c2ccc(Br)cc2)nc2ccccc12 (configuration not stated) | i | i | -0.8 | 10.4 | i | i | i | i | i | 8.0 | i
CCOc1ccccc1NC(=O)N1CCCC1C(=O)NCc1ccco1 (configuration not stated) | i | i | -9.8 | . | i | i | i | . | i | 2.2 | i
COc1cccc(/C=C/C(=O)Nc2ccc(C(=O)Nc3cccc(S(N)(=O)=O)c3)cc2)c1OC | i | i | -12.1 | -6.4 | i | i | i | i | i | 12.9 | i
O=C(CSc1nncs1)Nc1nnc(-c2ccccc2)o1 | i | i | -4.5 | 4.2 | i | i | i | i | i | -8.7 | i
CC(CN1CCOCC1)OC(=O)C(c1ccccc1)c1ccccc1 (configuration not stated) | i | i | -9.2 | -1.4 | i | i | i | i | i | 3.8 | i
COc1cc2cc(C)c(SCC(=O)N3CCOCC3)nc2cc1OC | i | i | -1.9 | -1.5 | i | i | i | i | i | -1.8 | i
CC(C)Oc1cc(NC(=O)CS(=O)CC(=O)Nc2cccc(C(F)(F)F)c2)c(Cl)cc1Cl (configuration not stated) | i | i | -2.7 | -0.1 | i | i | i | 100* | i | 11.2 | i
Nc1nc(SCc2ccc3c(c2)OCCO3)n[nH]1 | i | i | -2.1 | -1.9 | i | i | i | i | i | -4.7 | i
COc1ccccc1CCNC(=O)C(=O)NCC1OCCN1S(=O)(=O)c1ccc(Br)cc1 (configuration not stated) | i | i | -3.5 | -7.8 | i | i | i | i | i | -4.2 | i
CC(C)N1CCC(N2CCN(CC#Cc3ccccc3)CC2CCO)CC1 (configuration not stated) | i | i | -9.7 | 1.8 | i | i | i | i | i | -5.2 | i
CCOC(=O)c1sc2ccc(S(=O)(=O)N3CCOCC3)cc2c1N | i | i | -5.4 | 0.5 | i | i | i | i | i | -0.4 | i
COc1ccc(-n2cnc3ccccc3c2=O)c([N+](=O)[O-])c1 | i | i | 5.5* | -9.8 | i | i | i | i | i | 3.3 | i
COc1ccccc1CN(C)C(=O)c1ccc(COc2ccccc2)cc1 | i | i | -12.8 | 5.4 | i | i | i | 100* | i | -3.4 | i
CC(C)c1ccc2[nH]c(O)c(N=NC(=O)c3ccc(CSc4nncn4C)cc3)c2c1 | i | i | -2.8 | . | i | i | i | i | i | 8.5 | i
O=C(Cc1cccs1)Nc1cccc(-c2nc3ccccc3[nH]2)c1 | i | i | -10.5 | -8.4 | i | i | i | i | i | -5.1 | i
Cc1ccccc1-c1noc(CCC(=O)NCC2CCCO2)n1 (configuration not stated) | i | i | -6.7 | 6.3 | i | i | i | i | i | 4.9 | i
CC1(c2ccccc2)NC(=O)N(CC(=O)Nc2nc(-c3ccccn3)cs2)C1=O (configuration not stated) | i | i | -14.4 | -0.6 | i | i | i | i | i | 13.0 | i
Cc1cccc(N2CC(C(=O)O)CC2=O)c1C (configuration not stated) | i | i | -4.5 | -2.7 | i | i | i | i | i | 7.0 | i
O=C(NCc1ccccc1)c1cccc(NS(=O)(=O)c2cccc3cccnc23)c1 | i | i | -9.3 | 1.3 | i | i | i | i | i | 0.6 | i
